Screening data: PubChem, several laboratories
RSV antiviral HEp-2: inhibition of RSV-induced cytopathic effect – HEp-2 cells, primary 10 µM value included (AID 2391); HEp-2 cells, RSV-induced CPE inhibition; higher % means a stronger effect; 310,000 tested, 0.13% active; CPE inhibition, % at 10 µM; hits with a dose series show IC50 in µM; in the data active = a potency from the dose series; also: strong numbers were not always called active
NS5 inhibitors: flavivirus cap methylation enzyme inhibition – biochemical, confirmation dose response, primary screen (AID 588689); inhibition, % at 25 µM, or IC50 in µM where a hit was titrated; Dengue-2 NS5 methyltransferase capping enzyme assay, biochemical; higher % means a stronger effect; 340,000 tested, 0.3% active; in the data active = a potency from the dose series
Large T inhibition: TAg ATPase/helicase activity blockers – biochemical (AID 1903). inhibition, % at 20 µM; hits with a dose series show IC50 in µM. SV40 large T antigen ATPase/helicase inhibition assay; higher % means a stronger effect. 310,000 tested, 0.39% active; in the data active = a potency from the dose series; also: strong numbers were not always called active
MgcRacGAP inhibition: MgcRacGAP GTPase-activating activity inhibitors, confirmation, biochemical, ADP Hunter fluorescence. MgcRacGAP-stimulated Rac1 GTP hydrolysis, ADP Hunter fluorescence; higher % means a stronger effect; GST-tagged Rac1 F28L mutant substrate. inhibition, % at 30 µM; hits with a dose series show IC50 in µM. 340,000 tested, 0.6% active;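 active = first-screen hits whose inhibition reached a set limit at any dose in the follow-up dose series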;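 also: fluorescence reports GDP produced by GAP-driven GTP hydrolysis; strong numbers were not always called active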
LYP phosphatase: PTPN22 lymphoid phosphatase activity blockers – biochemical, fluorescence intensity, uHTS (AID 1779); 290,000 tested, 0.054% active; inhibition, % at 11.5 µM; hits with a dose series show IC50 in µM; recombinant LYP phosphatase, fluorescence intensity; higher % means a stronger effect; in the data active = inhibition above about 50%;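 also: plate controls were vehicle with enzyme for no effect and no enzyme for full effect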
PhoP inhibition: inhibitors of PhoP regulon expression, primary screen, Salmonella Typhimurium, GFP reporter (AID 1863); S. Typhimurium PhoP-regulated promoter GFP reporter, 4 h; higher % means a stronger effect; one-dose inhibition, % at 50 µM; IC50 in µM for titrated hits; 300,000 tested, 0.16% active;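 active = inhibition over 29.93%, a cutoff 3 SD above the screen mean, later confirmed by dose response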;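 also: 0% = low Mg2+ inducing control and 100% = high Mg2+ repressing control; strong numbers were not always called active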
GPR35 antagonists: GPR35 antagonists blocking zaprinast-driven arrestin recruitment, primary screen, imaging, U2OS, beta-arrestin-GFP, zaprinast agonist (AID 2058); U2OS GPR35 beta-arrestin-GFP translocation imaging, zaprinast antagonism; higher % means a stronger effect; inhibition, % at 10 µM; hits with a dose series show IC50 in µM; 290,000 tested, 0.052% active;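 active = inhibition of at least 50% with at least 30 cells and total cytoplasm GFP at most 10,000,000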
CSM14.1 death rescue: rescue of cells from ER stress-induced death, primary screen, 384-well, CSM14.1, thapsigargin, ATP luminescence (AID 1222) | CSM14.1 thapsigargin-induced death rescue, ATP luminescence; higher % means a stronger effect | cellular ATP content (survival), % at 20 µM; hits with a dose series show EC50 in µM | 190,000 tested, under 10 active;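 active = EC50 below 50 µM in the dose-response confirmation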;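 also: death triggered by thapsigargin at about 15 µM added after 2 h compound pretreatment; cell ATP read after overnight thapsigargin exposure of roughly 18 to 22 hours; normalized against plate controls of thapsigargin alone and 5% DMSO vehicle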
West Nile antiviral: inhibition of WNV-induced cytopathic effect – cell-based, CPE readout (AID 1621); 290,000 tested, 0.02% active; West Nile virus-infected cells, CPE inhibition; higher % means a stronger effect; one-dose CPE inhibition, % at 10 µM; IC50 in µM for titrated hits; in the data active = a potency from the dose series; also: strong numbers were not always called active
Numbers without * were called inactive; nt = not tested or not shown.

Start of the data: the first 14 entries (preview)
SMILES	RSV antiviral HEp-2	NS5 inhibitors	Large T inhibition	MgcRacGAP inhibition	LYP phosphatase	PhoP inhibition	GPR35 antagonists	CSM14.1 death rescue	West Nile antiviral
Cc1ccc(C(=O)OCC(=O)NC(=O)c2ccccc2)o1	1.7%	4%	11%	6%	nt	-5%	nt	nt	nt
O=C(NCCCN1CCCCC1)c1ccc2c(=O)n(CCc3ccccc3)c(=O)[nH]c2c1	-0.9%	2%	6%	7%	1%	2%	-11%	-1.7%	nt
O=C(CNC(=O)c1ccco1)NCC(=O)OCc1ccc(C(=O)Oc2ccc(Cl)cc2)cc1	2.3%	-7%	16%	5%	-5%	3%	-9%	0.3%	-0.1%
NC(=O)CN1C(=O)C(=O)N(Cc2ccc(Cl)cc2)C1=O	0.3%	-5%	22%	-6%	-7%	12%	-6%	nt	0.1%
Cc1c(NC(=O)c2ccc(CC(C)C)o2)c(=O)n(-c2ccccc2)n1C	-0.9%	-4%	5%	2%	-6%	-9%	16%	nt	-0.4%
C=CCc1ccc(O)c(-c2cc(CC=C)ccc2O)c1	1.6%	1%	18%	5%	7%	-1%	-7%	-2.1%	0.1%
O=C(CSc1nnnn1-c1ccccc1)Nc1ncc2c(n1)CC(c1ccccc1)CC2=O (centres undefined)	3.7%	0%	3%	7%	-7%	6%	2%	-2.7%	1.0%
COC(=O)c1ccc(Cn2nc(-c3ccccc3)ccc2=O)cc1	3.8%	-6%	7%	6%	-3%	2%	-5%	nt	1.0%
Cc1nc(C(=O)NCCO)cc2c1[nH]c1ccccc12	-0.2%	-2%	-7%	4%	-8%	11%	8%	nt	-0.6%
Cc1ccccc1-c1ccc(C(=O)NCc2ccccc2)o1	2.2%	0%	17%	4%	-3%	5%	-13%	-3.3%	-0.1%
COc1ccc2[nH]c(=O)c(-c3noc(-c4ccccc4)n3)cc2c1	1.9%	14%	-3%	15%	-5%	2%	6%	-0.3%	0.9%
Cc1cc(C(=O)Nc2cccc3cccnc23)ccc1[N+](=O)[O-]	2.2%	5%	5%	10%	6%	-5%	2%	1.2%	-0.3%
CCN1CCCCC(=N/O)/C(=N/O)CCCC1	0.8%	-2%	3%	5%	2%	-4%	13%	nt	1.6%
CC(C)C(OC(=O)c1cc2sccc2n1C)C(=O)NCC1CCCO1 (centres undefined)	6.2%	3%	1%	7%	-3%	15%	-5%	-0.7%	-0.7%

All compounds of this part, from the first entry:
SMILES	RSV antiviral HEp-2	NS5 inhibitors	Large T inhibition	MgcRacGAP inhibition	LYP phosphatase	PhoP inhibition	GPR35 antagonists	CSM14.1 death rescue	West Nile antiviral
Cc1ccc(C(=O)OCC(=O)NC(=O)c2ccccc2)o1	1.7%	4%	11%	6%	nt	-5%	nt	nt	nt
O=C(NCCCN1CCCCC1)c1ccc2c(=O)n(CCc3ccccc3)c(=O)[nH]c2c1	-0.9%	2%	6%	7%	1%	2%	-11%	-1.7%	nt
O=C(CNC(=O)c1ccco1)NCC(=O)OCc1ccc(C(=O)Oc2ccc(Cl)cc2)cc1	2.3%	-7%	16%	5%	-5%	3%	-9%	0.3%	-0.1%
NC(=O)CN1C(=O)C(=O)N(Cc2ccc(Cl)cc2)C1=O	0.3%	-5%	22%	-6%	-7%	12%	-6%	nt	0.1%
Cc1c(NC(=O)c2ccc(CC(C)C)o2)c(=O)n(-c2ccccc2)n1C	-0.9%	-4%	5%	2%	-6%	-9%	16%	nt	-0.4%
C=CCc1ccc(O)c(-c2cc(CC=C)ccc2O)c1	1.6%	1%	18%	5%	7%	-1%	-7%	-2.1%	0.1%
O=C(CSc1nnnn1-c1ccccc1)Nc1ncc2c(n1)CC(c1ccccc1)CC2=O (centres undefined)	3.7%	0%	3%	7%	-7%	6%	2%	-2.7%	1.0%
COC(=O)c1ccc(Cn2nc(-c3ccccc3)ccc2=O)cc1	3.8%	-6%	7%	6%	-3%	2%	-5%	nt	1.0%
Cc1nc(C(=O)NCCO)cc2c1[nH]c1ccccc12	-0.2%	-2%	-7%	4%	-8%	11%	8%	nt	-0.6%
Cc1ccccc1-c1ccc(C(=O)NCc2ccccc2)o1	2.2%	0%	17%	4%	-3%	5%	-13%	-3.3%	-0.1%
COc1ccc2[nH]c(=O)c(-c3noc(-c4ccccc4)n3)cc2c1	1.9%	14%	-3%	15%	-5%	2%	6%	-0.3%	0.9%
Cc1cc(C(=O)Nc2cccc3cccnc23)ccc1[N+](=O)[O-]	2.2%	5%	5%	10%	6%	-5%	2%	1.2%	-0.3%
CCN1CCCCC(=N/O)/C(=N/O)CCCC1	0.8%	-2%	3%	5%	2%	-4%	13%	nt	1.6%
CC(C)C(OC(=O)c1cc2sccc2n1C)C(=O)NCC1CCCO1 (centres undefined)	6.2%	3%	1%	7%	-3%	15%	-5%	-0.7%	-0.7%
Cc1nnc2sc(SCc3ccc(Br)cc3)nn2c1=O	0.2%	-4%	1%	4%	0%	1%	-9%	0.0%	0.7%
O=C1CC(c2ccco2)Cc2nc(N3CCc4ccccc4C3)ncc21 (centres undefined)	-2.2%	4%	17%	-1%	11%	1%	19%	0.5%	0.7%
CCOc1ccc(C(=O)NC(C(=O)NCc2cccnc2)C(C)C)cc1 (centres undefined)	-0.5%	-11%	0%	7%	-3%	-5%	1%	nt	-0.3%
CN(C(=O)CSc1nc2ccc([N+](=O)[O-])cc2s1)C1CCS(=O)(=O)C1 (centres undefined)	1.5%	-6%	11%	12%	4%	1%	-9%	nt	0.0%
CC(=O)Nc1cccc(NC(=O)c2c(-c3c(Cl)cccc3Cl)noc2C)c1	0.6%	0%	12%	0%	-5%	2%	22%	1.1%	0.0%
Cc1ccc(C2=[N+]([O-])C3(CCCCC3=O)N(O)C2(C)C)cc1 (centres undefined)	2.7%	-7%	18%	7%	-9%	-3%	2%	5.0%	0.6%
CCCN1CCN(C(=O)c2cc3c(s2)-c2ccccc2S(=O)(=O)C3)CC1	nt	nt	13%	nt	3%	1%	9%	-0.9%	-0.3%
CC(C)CCN(C(=S)Nc1cccc(C(F)(F)F)c1)C(C)c1ccccn1 (centres undefined)	5.2%	8%	18%	8%	0%	-4%	22%	nt	0.0%
CCn1c(CNc2ccc(F)cc2)nnc1SCCN1CCCCC1	-1.9%	-6%	3%	11%	-5%	14%	4%	-1.0%	-1.1%
CC(C)c1ccc(/C=N/NC(=O)CCNC(=O)c2ccccc2)cc1	3.9%	-4%	5%	8%	-5%	-2%	-1%	nt	0.1%
C=CCNC(=O)C12CC3(C)CC(C)(CC(C)(C3)C1)C2	1.1%	-3%	3%	2%	-5%	1%	10%	-1.0%	-0.5%
CCn1c(O)c(N=NC(=O)c2cccs2)c2ccccc21	3.2%	-8%	4%	7%	1%	-4%	-5%	-0.1%	-1.4%
CC1CCN(C(=O)Cn2nnc(-c3cccs3)n2)CC1	2.2%	-9%	nt	3%	-6%	nt	-8%	-1.0%	-0.2%
O=C(Cc1cccc2ccccc12)N/N=C/c1ccc(Sc2nc3ccccc3s2)o1	2.4%	-2%	7%	4%	-4%	7%	-1%	-1.0%	-0.8%
O=c1[nH]nc(Cc2ccc(Cl)cc2Cl)c2ccccc12	0.5%	2%	4%	5%	-3%	1%	0%	0.6%	-0.4%
COc1cccc(C2(CSc3nnc(-c4cc(OC)c(OC)c(OC)c4)o3)OCCO2)c1	nt	-9%	-6%	11%	-5%	5%	6%	-1.5%	nt
CN(C)S(=O)(=O)c1ccc(C(=O)OCc2ccc([N+](=O)[O-])cc2)cc1	1.1%	0%	2%	4%	1%	0%	12%	-1.2%	0.1%
CCn1c(COc2ccccc2)nnc1SCC(=O)Nc1cc(OC)ccc1OC	14%	-6%	3%	-5%	-7%	5%	-6%	-0.5%	-0.5%
C[C@H](NC(=O)[C@@H]1Cc2ccccc2CN1C(=O)OC(C)(C)C)C(=O)NCc1ccco1	0.6%	-7%	5%	-28%	-10%	0%	-24%	nt	1.1%
CC(C)N(Cc1nc(-c2ccccc2)no1)C(=O)C1CCCCC1	1.7%	3%	7%	7%	-5%	0%	-9%	-0.7%	-0.2%
CS(=O)(=O)N1CCCC(C(=O)Nc2ccc(Br)cc2F)C1 (centres undefined)	-0.2%	-6%	2%	5%	-5%	-6%	2%	-1.1%	-0.3%
CC(=O)c1cc(-c2ccccc2)n(CC(=O)N2CCCCC2)c1C	0.8%	3%	-1%	-5%	3%	2%	15%	-1.0%	0.0%

Quoted from the results shown (2 entries):
SMILES	RSV antiviral HEp-2	NS5 inhibitors	Large T inhibition	MgcRacGAP inhibition	LYP phosphatase	PhoP inhibition	GPR35 antagonists	CSM14.1 death rescue	West Nile antiviral
C=CCNC(=O)C12CC3(C)CC(C)(CC(C)(C3)C1)C2	1.1%	-3%	3%	2%	-5%	1%	10%	-1.0%	-0.5%
CCn1c(O)c(N=NC(=O)c2cccs2)c2ccccc21	3.2%	-8%	4%	7%	1%	-4%	-5%	-0.1%	-1.4%

Further compounds:
SMILES	RSV antiviral HEp-2	NS5 inhibitors	Large T inhibition	MgcRacGAP inhibition	LYP phosphatase	PhoP inhibition	GPR35 antagonists	CSM14.1 death rescue	West Nile antiviral
[S-]c1nnc(-c2ccc(Br)cc2)n1-c1ccccc1.[Zn+2]	2.2%	-27%	9%	6%	-7%	-2%	-5%	nt	-0.1%
O=S(=O)(c1ccc2ccccc2c1)N1CCN(C(=S)Nc2ccc(F)c(Cl)c2)CC1	14%	-9%	11%	9%	-4%	-9%	7%	0.1%	-0.6%
CCCCN1C(=O)C(O)(c2ccccc2)c2cc(Br)ccc21 (centres undefined)	2.9%	7%	2%	10%	1%	-3%	10%	nt	-1.1%
CCOc1ccc(-c2nnc(N)o2)cc1	0.3%	-2%	4%	9%	-5%	10%	-12%	-1.3%	-0.2%
CCCN(Cc1ccccc1)S(=O)(=O)c1ccc(N2C(=O)CCC2=O)cc1	-0.1%	-1%	-18%	11%	0%	1%	4%	0.2%	0.0%
CN(C)S(=O)(=O)c1cccc(NC(=O)c2ccc(OC(F)(F)F)cc2)c1	1.6%	0%	12%	5%	-6%	0%	0%	0.9%	-2.3%
CC(C)c1csc(CN2CCN(Cc3ccc(F)cc3)C(CCO)C2)n1 (centres undefined)	-0.9%	-4%	6%	-1%	-3%	-7%	12%	-1.4%	-0.7%
CC(=O)c1cccc(NC(=O)COc2ccc3oc(=O)cc(C)c3c2)c1	0.7%	1%	9%	-2%	-8%	-7%	-7%	nt	0.1%
CCCCOP(=O)(c1ccc(N(C)C)cc1)C(O)c1ccc(C(C)C)cc1 (centres undefined)	-0.1%	-7%	17%	4%	-1%	nt	2%	nt	-1.3%
Cc1cc(NC(=O)CC23CC4CC(C2)CC(CC(=O)Nc2cc(C)on2)(C4)C3)no1	1.2%	4%	2%	4%	2%	-16%	-13%	0.7%	-0.9%
COC(=O)c1cc(CNC(=O)c2ccccc2Cl)ccc1OC	0.2%	-10%	1%	5%	-4%	-7%	10%	1.6%	0.0%
Cc1cc(C)cc(-n2nnc(C(=O)NCc3ccc4c(c3)OCO4)c2N)c1	1.2%	0%	8%	6%	0%	3%	-8%	27%	0.0%
Cc1ccc(NC(=O)CN(C)C(=O)c2ccc(NC(=O)CC3SC(N4CCCC4)=NC3=O)cc2)cc1 (centres undefined)	-0.6%	-2%	18%	0%	nt	-4%	nt	nt	nt

An unsorted share of the library (roughly 1.5% active in at least one column).
